# Abeta yeast res: restores growth of yeast expressing A-beta42 peptide; yeast expressing A-beta42, growth rescue, OD600, 48 h; response scale: 0% DMSO, 100% iron-clioquinol control; Potency, µM (series often up to 46.1 µM), for the others: at the highest dose growth rescue, hits mostly activators; 410,000 compounds, 0.063% hits; AID 1347071; further: potency means the concentration at half of the fitted maximal effect; nearly all actives have a fitted effect of over 55% in size
#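 Yeast A-beta toxicity model in growth medium with pinned compounds, 48 h at 30 C; growth read as absorbance at 600 nm. Normalized to FeCl3/clioquinol equimolar mix (positive) and DMSO (negative).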
# Akt phos inh: blocks phosphorylation of Akt; Neuro2A IGF-stimulated pAkt S473 HTRF, 20 min; hits give low values; activity change, % for hits at 50 µM; 360,000 compounds, 0.32% hits; AID 651550; in the data active means activity change below about -80%; inconclusive means mostly about -51% to -80%; further: on the % scale 0 is the no-effect control and ±100 the full control effect
#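 Single-point screen (50 µM final compound) in Neuro2A cells stimulated 20 min with 6 nM IGF at 37 deg C. After lysis, Ser473-phosphorylated Akt read by HTRF (ex 330 nm, em 615/665 nm) as the 665/615 ratio.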
# MmCpn inh: blocks the Methanococcus maripaludis chaperonin Mm-Cpn; purified Mm-Cpn ATPase, ADP Transcreener TR-FRET; Potency, µM (titrated, usually from 76.9 µM), inactives show at the highest dose activity, negative = inhibition, usual class: inhibitors; 330,000 compounds, 0.031% hits; AID 504842; further: potency means the concentration at half of the fitted maximal effect; on the % scale 0 is the no-effect control and ±100 the full control effect; nearly all actives have a fitted effect of over 80% in size
#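 Reaction buffer contained 30 mM Tris pH 7.4, 100 mM KCl, 5 mM MgCl2 and 1 mM DTT. Mm-CPN (25 nM final) hydrolysed 10 uM ATP over 30 min at 37°C; ADP was read by HTRF.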
# CCT modulator: modulators of cytosolic chaperonin (CCT/TRiC) activity. purified chaperonin ATPase assay, HTRF ADP detection, 30 min. activity change, % (test concentration not listed), hits read low. 360,000 compounds, 0.3% hits; in the data active means activity change below about -30%; further: on the % scale 0 is the no-effect control and ±100 the full control effect
#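 TRiC at 40 or 20 nM final (batch-dependent) in 30 mM Tris pH 7.4, 100 mM KCl, 5 mM MgCl2, 1 mM DTT, with compound at single 76 uM and 10 uM ATP, 30 min at 37 deg C. ADP detected by HTRF Transcreener, 665/615 ratio.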
# Nrf2 activator: activators of Nrf2 (ARE) signaling. AREc32 ARE-luciferase reporter (MCF7-derived line), luminescence, 24 h. Potency, µM (highest dose often 46.1 µM), inactives show top-dose activation, hits mostly activators. 410,000 compounds, 0.31% hits; further: potency means the concentration at half of the fitted maximal effect; % of control where 0% means no effect; nearly all actives have a fitted effect of over 65% in size
#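 Luciferase luminescence (Steady-Glo, 30 min at room temperature) served as the read-out of ARE activation in AREc32 cells treated with compounds for 24 hr at 37 deg C.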
# A549 viability: counter-screen for Nrf2 inhibitors: cytotoxicity in A549 cells. Potency, µM (series often up to 46 µM), without a hit: at the highest dose activity change, negative = cytotoxicity, usual class: inhibitors. A549 ARE-Fluc cells, CellTiter-Fluor viability, 18-24 h. 390,000 compounds, 0.16% hits; further: potency means the concentration at half of the fitted maximal effect; on the % scale 0 is the no-effect control and ±100 the full control effect
#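 A549 ARE_Fluc cells in 5% FBS OPTI-MEM were exposed to compounds in concentration-response for 18-24 h at 37 deg C. Viability was read by CellTiter-Fluor fluorescence (Ex 405/Em 525) after 30 min, before the luciferase read.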
# TGFb inhibitor: blocks TGF-b signaling; HepG2 CAGA-GFP TGF-b/SMAD3 reporter, GFP fluorescence, 18 h; TGF-beta stimulated, 500 pg/mL final; 410,000 compounds, 1.2% hits; Potency, µM (doses to about 46.1 µM), inactives show at the top dose activity, negative = inhibition, usual class: inhibitors; further: potency means the concentration at half of the fitted maximal effect; on the % scale 0 is the no-effect control and ±100 the full control effect; nearly all actives have a fitted effect of over 65% in size
#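 Using HEPG2 CAGA-GFP reporter cells at 1000 cells/well, we pinned test compounds, stimulated with recombinant TGF-beta (500 pg/mL final) and measured total well GFP after 18 h.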
# Nrf2 block: blocks Nrf2 signaling. A549 ARE-Fluc reporter, luciferase luminescence, 18-24 h. 360,000 compounds, 2.1% hits. Potency, µM (series often up to 46 µM), for the others: top-dose activity change, negative = inhibition, usual class: inhibitors. AID 504444; further: potency means the concentration at half of the fitted maximal effect; on the % scale 0 is the no-effect control and ±100 the full control effect; nearly all actives have a fitted effect of over 60% in size
#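 Two sequential reads on A549 ARE_Fluc cells exposed to compound for 18-24 h: a CellTiter-Fluor fluorescence read for viability, then a luciferase luminescence read for Nrf2/ARE activity.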
# HepG2 tox: HepG2 cytotoxicity, counter-screen for TGF-b inhibitors; HepG2 CAGA-GFP viability, ATP luminescence, 18 h; Potency, µM (doses to about 46.1 µM), for the others: at the highest dose activity change, negative = cytotoxicity, actives largely listed as cytotoxic; 410,000 compounds, 0.76% hits; AID 588856; further: potency means the concentration at half of the fitted maximal effect; some results filed as inactive show a strong effect at the top dose
#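 HepG2 CAGA-GFP cells (1000/well, DMEM with 1% FBS) received compound, then TGF-beta at 500 pg/mL final, and were incubated 18 hours at 37 degrees C. Viability was read by CellTiter-Glo luminescence. Media-only wells were set as complete cell-killing and DMSO as no toxicity.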
# An asterisk follows results filed as active; i = inactive; ? = inconclusive; . = not tested or not shown; & = joins results of further samples; [ ] = dose if it differs, or a comment. Unless noted, the call rests on the fitted dose curve; in most records, active means well fitted curve in the direction sought with a large enough effect; inconclusive means small, poorly fitted or top-dose-only effect, or another doubt; inactive means no such curve, though single readings can be large; an effect the other way counts as inactive or inconclusive.
SMILES,Abeta yeast res,Akt phos inh,MmCpn inh,CCT modulator,Nrf2 activator,A549 viability,TGFb inhibitor,Nrf2 block,HepG2 tox
CS(=O)(=O)N(CC(=O)N1CCOCC1)Cc1ccccc1,-7%,i,-3%,0.4,-0.6%,3%,-9%,-6%,-25%
CN(C(=O)CC1C(=O)NCCN1Cc1cccc(C(F)(F)F)c1)C1CCOCC1 (stereo not given),10%,i,3%,-0.2,0.2%,4%,0%,4%,0%
CCc1ccc2[nH]c(C(=O)N(C)c3ccc(F)cc3F)cc2c1,0%,i,-15%,-0.9,0.2%,3%,-16%,15%,-15%
CCC(C)NC(=O)c1cn(CC)c2cc(N3CCN(C)CC3)c(F)cc2c1=O (stereo not given),7%,i,-5%,-2.0,0.2%,-10%,0%,-4%,-14%
COc1ccccc1N1CCN(c2cc(=O)n(-c3ccc(Br)cc3)c(=O)[nH]2)CC1,6%,i,3%,4.5,-0.7%,-6%,16%,7%,-3%
COc1ccc(N2CCN(C(=O)c3cc4c(=O)n(Cc5ccccc5)ccc4nc3C)CC2)cc1,-2%&-2%,i,-2%,-1.0,0.5%&3.3%,2%&-1%,15%&-27%,-13%&2%,-15%&-15%
O=C1c2ccccc2S(=O)(=O)N1Cc1nnc(-c2ccccc2Br)o1,-13%,i,0%,-4.7,4.2%,-18%,?,-29%,-7%
Cc1ccc(CN2CCN(C3CCN(C(=O)Nc4ccccc4C(F)(F)F)CC3)C(=O)C2=O)cc1,-16%,.,.,.,-0.4%,3%,1%,.,-10%
N#Cc1ccc(C(=O)N2CCCCC2c2cc(C(=O)Nc3ccc4c(c3)OCO4)no2)cc1 (stereo not given),-13%,i,.,-2.4,-0.9%,.,4%,.,-9%
COC(=O)C1=C(O)C2(C(=O)O)CC(C(=O)OC)=C(O)C(C(=O)O)(C1)C2,8%,i,2%,-0.1,0.3%,0%,-7%,-6%,34%
O=C(OCC(=O)N1CCOCC1)c1cc(=O)[nH]c2ccccc12,-5%,i,-1%,-5.1,6.2%,6%,-1%,12%,-3%
CCCS(=O)(=O)NC(=O)C1(C)CCN(C(=O)CSc2ccccc2)C1 (stereo not given),29%,i,.,0.2,-0.1%[9.22 µM],.,1%,.,9%

# The list continues:
SMILES,Abeta yeast res,Akt phos inh,MmCpn inh,CCT modulator,Nrf2 activator,A549 viability,TGFb inhibitor,Nrf2 block,HepG2 tox
CCOC(=O)c1csc(NC(=O)c2ccc(S(=O)(=O)N(C)C)cc2)n1,-14%,i,-3%,-0.7,0.0%,-1%,12%,?,-23%
CCOc1cccc(-c2nn3c(-c4ccco4)nnc3s2)c1,1%,i,1%,0.9,-0.3%,2%,-4%,18%,-1%
O=c1cc(N2CCCCC2)c(-c2ccccc2)nn1Cc1ccccc1,-4%,i,-2%,-1.5,4.0%,6%,?,?,3%
OCC1OC(c2ccc(OCc3ccccc3)cc2OCc2ccccc2)C(O)C1O (stereo not given),-4%,i,.,-1.5,-0.6%,.,-12%,.,-3%
CCCSc1nc2c(c(=O)[nH]c(=O)n2C)n1Cc1ccc(C)cc1,-8%,i,0%,-2.3,0.2%,-4%,8%,-8%,-35%
NC(=O)c1ccc(C23CC4CC(CC(C4)C2)C3)o1,14%,i,-2%,-1.4,-0.1%,-1%,-14%,-5%,0%
COc1ccc(/C=C/C(=O)NC(=S)Nc2ccc(S(=O)(=O)Nc3cc(OC)ncn3)cc2)cc1,4%,i,-1%,-1.2,0.4%,-11%,11%,7%,1%
Cn1c(=O)c2cc(NC(=O)NCCc3cccs3)ccc2n1Cc1ccccc1,-10%,i,.,0.4,5.5%,.,-12%,.,2%
Cc1nc(SCCc2ccccc2)[nH]c(=O)c1C,.,i,-1%,1.2,1.1%,1%,-8%,6%,-4%
Cc1cccc(NC(c2ccc(O)cc2)c2ccc3ccc(C)nc3c2O)n1 (stereo not given),-21%,i,-6%,-0.2,?,-1%,?,-11%,-28%
O=C(COc1cc(Cl)c(Cl)cc1Cl)N1CCN(c2ccccn2)CC1,-2%,i,-18%,-0.6,0.0%,14%,0%,15%,-13%
O=C1CC(N2CCN(Cc3ccc4c(c3)OCO4)CC2)C(=O)N1c1ccccc1 (stereo not given),6%,i,-1%,-1.2,-0.1%,0%,?,5%,-76%

# The list goes on.
SMILES,Abeta yeast res,Akt phos inh,MmCpn inh,CCT modulator,Nrf2 activator,A549 viability,TGFb inhibitor,Nrf2 block,HepG2 tox
COC(=O)c1ccc(C(=O)OCCCc2nc3ccc(N)cc3[nH]2)cc1,-1%,i,-2%,-1.1,-0.2%,-1%,3%,-7%,-14%
CC(=O)Nc1cncc(-c2cccc(S(C)(=O)=O)c2)n1,-4%,i,.,0.6,0.0%,.,-3%,.,-9%
Cc1cc(NS(=O)(=O)c2ccc(NC(=O)COc3cc(C)c(Br)cc3C(C)C)cc2)no1,-2%,.,.,.,3.6%,-1%,?,1%,-94%
COc1ccc(C(=O)Nc2ccccc2C(=O)Nc2ccncc2)cc1,0%,i,-1%,2.3,7.5%,-10%,0%,?,-35%
O=C1C(=O)c2ccccc2C(O)=C1c1ccccc1F,-86%[inhibitor],i,?,-1.0,-0.4%,-11%,-14%,?,-12%
C[C@]12CC[C@@H]3c4ccc(O)cc4CC[C@H]3[C@@H]1CC[C@@H]2OC(=O)CCC1CCCC1,-21%,i,.,-1.2,0.5%,-3%,-10%,3%,8%
CC(=O)Nc1ccc(Nc2nc(C)nc3c2oc2ccccc23)cc1,2%,i,-4%,1.0,4.0%,-2%,-20%,-5%,-18%
COc1ccc2c(c1)[C@H]1[C@H](CO2)[C@H](c2ccccc2)[C@]2(C)C(=O)Nc3cc(C)ccc3C(=O)N12,10%,i,-3%,-0.5,-0.2%,-10%,-7%,?,-22%
O=C(O)CCC(=O)NNc1ccccc1[N+](=O)[O-],0%,i,2%,1.7,-0.5%,-17%,-49%,-17%,7%
COC(=O)c1cc(-c2c(C)nn(-c3ccccc3)c2C)n[nH]1,6%,i,2%,-0.7,3.5%,-2%,-7%,?,-21%
O=C(NCCCN1CCOCC1)c1ccc2c(c1)N(Cc1ccc(Cl)cc1)C(=O)c1ccccc1S2=O (stereo not given),-3%,i,0%,2.5,-0.1%,1%,?,7%,5%
CN(Cc1nnc(-c2ccc(F)cc2)o1)c1ccccc1,2%,i,?,-2.7,18%,-3%,-28%,14%,-1%

# Another view of some results above.
# Fields: Abeta yeast res | Akt phos inh | MmCpn inh | CCT modulator | Nrf2 activator | A549 viability | TGFb inhibitor | Nrf2 block | HepG2 tox
- O=C1C(=O)c2ccccc2C(O)=C1c1ccccc1F
 : -86%[inhibitor] | i | ? | -1.0 | -0.4% | -11% | -14% | ? | -12%
- Cc1nc(SCCc2ccccc2)[nH]c(=O)c1C
 : . | i | -1% | 1.2 | 1.1% | 1% | -8% | 6% | -4%

# The listing continues:
SMILES,Abeta yeast res,Akt phos inh,MmCpn inh,CCT modulator,Nrf2 activator,A549 viability,TGFb inhibitor,Nrf2 block,HepG2 tox
COc1ccc(CN2CC(C(=O)NCCC3=CCCCC3)CC2=O)cc1 (stereo not given),18%,i,-1%,3.5,-0.7%,-3%,4%,-16%,-5%
Cc1ccc(NC(=O)c2ccco2)c(NC(=O)c2cccs2)c1,-12%,i,-2%,2.5,0.0%,0%,-23%,0%,-4%
COC12NC(=O)N(C)C1(OC)C(=O)N(C)C(=O)N2C (stereo not given),-10%,i,0%,-1.9,-0.5%,-6%,-8%,3%,13%
Cc1c(-c2ccc(F)cc2)nc(N)c(C#N)c1-c1cccs1,20%,i,-20%,-3.2,-0.1%,.,10%,10%,-19%
CCCCOC(=O)c1cc(=O)[nH]c(=O)[nH]1,-4%,i,2%,-0.3,-0.6%,-1%,11%,2%,2%
Cc1ccccc1Nc1nc(N)nc(COC(=O)[C@@H](NC(=O)c2c(F)cccc2F)C(C)C)n1,14%,i,-1%,-2.8,0.0%,1%,2%,3%,-36%
CCc1cccc(-n2nnc(-c3nc(-c4ccc5c(c4)OCO5)no3)c2C)c1,3%,.,.,.,0.0%,18%,.,-27%,-7%
CCN(CC)C(=O)N1c2ccccc2C=Cc2ccccc21,18%,i,0%,-2.3,0.2%,-12%,-3%,?,-18%
O=C(Nc1cccc(S(=O)(=O)N2CCCCCC2)c1)c1cc(=O)c2ccccc2o1,0%,i,0%,-4.1,8.8%,-14%,?,18µM*,-23%
COc1ccc(NC(=O)CCNS(=O)(=O)c2ccc3c(c2)CCC(=O)N3)cc1,18%,i,0%,2.2,-0.2%,-3%,-14%,-27%,-2%
Cc1c(NC(NC(=O)CC(C)C)C(Cl)(Cl)Cl)c(=O)n(-c2ccccc2)n1C (stereo not given),-4%,i,-2%,-0.3,-0.3%,0%,2%,-1%,0%
Cc1cccc(C(=O)OCC(=O)NCc2ccc3c(c2)OCO3)c1C,-18%,i,2%,0.7,-0.6%,8%,-11%,14%,-1%

# Later entries:
SMILES,Abeta yeast res,Akt phos inh,MmCpn inh,CCT modulator,Nrf2 activator,A549 viability,TGFb inhibitor,Nrf2 block,HepG2 tox
Cc1csc(SCC(=O)Nc2nc3ccccc3s2)n1,21%,-115%*,-6%,-6.2,24%,-1%,1%,?,-4%
CC(C)CN1CCNC(=O)C1CC(=O)NCCc1ccc(C(F)(F)F)cc1 (stereo not given),1%,i,32µM*,-1.4,6.0%,-8%,2%,2%,-7%
O=C(Nc1nc2c(F)cccc2s1)c1ccc(S(=O)(=O)N2CCOCC2)cc1,-16%,.,.,.,3.3%,-4%,-2%,.,-27%
COc1ccc(-n2cc(-c3ccccc3)c3c(Nc4ccc(OC)c(OC)c4)ncnc32)cc1,3%,.,.,.,-1.3%,-12%,-6%,.,-29%
CNc1nc2c(C)cccn2c(=O)c1C=Nc1ccc(OC)cc1,33%,i,2%,-1.0,-0.6%,-3%,-10%,5%,3%
